High-throughput results as filed in PubChem BioAssay.
Tn7 DDE FP: DD(E)-Tn7 binding inhibition, primary FP screen | inhibition, % at 8.3 µM | AID 720508 | actives 0.13% (n = 370,000) | FP displacement of FITC-Tn7 peptide from fibrin DD(E); 0% = median of compound wells per plate;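 active means inhibition above the mean of compounds falling within the control limits plus 3 SD of them, cut at about 14% in these data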;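 further: 0% = plate median of compound wells and 100% = 10 µM Aha-Tn7 peptide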
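Assay system: human fibrin DD(E). Input: DD(E) 2 µM final. Medium: Tris buffer with calcium and detergent, pH 7.8. Compound dosing: single point at 8.3 µM. Timing: 10 min plus 3 h, room temperature. Technique: fluorescence polarization of the labelled Tn7 tracer. Read-out: percent inhibition. Replicates: singlicate testing.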
proKLK7 act: proKLK7 (human) activation, primary screen | purified proKLK7, EDANS-DABCYL substrate fluorescence; 100% is mature enzyme control, 0% vehicle | P49862 | actives 0.9% (n = 370,000) | AID 652039 | activation, % at 7 µM;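 active means activation above the mean of all tested compounds plus 3 SD, computed per campaign excluding outliers beyond control limits, cut at about 13% in these data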
PLC-beta3 inh: PLC-beta3 (human) inhibition, primary screen; Q01970; Purified PLC-beta3, fluorogenic substrate, fluorescence; inhibition, % at 12.2 µM; actives 0.18% (n = 370,000); AID 720704; in the data active means inhibition above about 11%;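 further: 0% = median of compound wells on plate and 100% = full blocker control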
DDE Tn6 FP inh: DD(E)-Tn6 binding inhibition, primary FP screen | P02675 | actives 0.21% (n = 370,000) | Fibrin DD(E) TRITC-Tn6 fluorescence polarization displacement | inhibition, % at 8.3 µM;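 active means inhibition above a per-campaign cutoff: mean of compounds within control limits plus 3 SD, cut at about 15% in these data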;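 further: 0% = median of all compound wells on the plate and 100% = blocking peptide control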
HGIII-sPLA2 inh: Inhibits HGIII-sPLA2 liposome hydrolysis, primary screen. QFRET BODIPY PC-A2 liposome hydrolysis, fluorescence. inhibition, % at 12.2 µM. actives 0.56% (n = 370,000). AID 743126;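 active means inhibition above mean plus 3 SD of compounds lying within the high and low control bounds, cut at about 19% in these data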;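 further: 0% = median of test compound wells and 100% = no enzyme DMSO wells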
UHRF1 binding: UHRF1 methyl-DNA binding inhibition. UHRF1 binding to methylated oligo, TR-FRET. actives 0.75% (n = 370,000). Q96T88. inhibition, % at 4.4 µM. AID 687016; in the data active means inhibition above about 21%;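 further: UHRF1 SRA domain binding a hemimethylated CpG hairpin DNA probe; 0% = median of test compound wells and 100% = reference inhibitor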
PLC-gamma1 inh: PLC-gamma1 (human) inhibition, primary screen; purified PLC-gamma1, fluorogenic substrate, fluorescence; actives 0.84% (n = 370,000); P19174; inhibition, % at 12.2 µM; in the data active means inhibition above about 9.5%
ARFGAP1 inhibitor: inhibits rat ARF GTPase activating protein 1; Q62848; Arfgap1-stimulated ARF1 GTP hydrolysis, GDP FP detection; inhibition, % at 16.5 µM; actives 0.26% (n = 360,000); AID 651572;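 active means inhibition above a per-plate limit, mean inhibition of low control wells plus 3 SD, cut at about 25% in these data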;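 further: 0% = DMSO wells with enzyme and 100% = wells lacking Arfgap1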
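System: truncated rat Arfgap1 GAP domain / Benchmarks: high control wells lacking Arfgap1, low control full reaction with DMSO / Times: compound-enzyme preincubation 20 min, reaction 120 min, detection 60 min, 25 °C / Repeats: one replicate per compound / Also added: human ARF1(Δ1-17)-GTP substrate / Measured by: Tracer-displacement fluorescence polarization with EDTA stop, 620/688 nm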
ASAP1 GAP inh: ASAP1 ArfGAP inhibition. ASAP1-stimulated ARF1 GTP hydrolysis, GDP FP detection. inhibition, % at 16.5 µM. AID 624377. Q9ULH1. actives 0.19% (n = 360,000); in the data active means inhibition above about 25%;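 further: 0% = vehicle with enzyme and substrate and 100% = no enzyme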
Target sequence (Q9ULH1 325-724 limits assumed): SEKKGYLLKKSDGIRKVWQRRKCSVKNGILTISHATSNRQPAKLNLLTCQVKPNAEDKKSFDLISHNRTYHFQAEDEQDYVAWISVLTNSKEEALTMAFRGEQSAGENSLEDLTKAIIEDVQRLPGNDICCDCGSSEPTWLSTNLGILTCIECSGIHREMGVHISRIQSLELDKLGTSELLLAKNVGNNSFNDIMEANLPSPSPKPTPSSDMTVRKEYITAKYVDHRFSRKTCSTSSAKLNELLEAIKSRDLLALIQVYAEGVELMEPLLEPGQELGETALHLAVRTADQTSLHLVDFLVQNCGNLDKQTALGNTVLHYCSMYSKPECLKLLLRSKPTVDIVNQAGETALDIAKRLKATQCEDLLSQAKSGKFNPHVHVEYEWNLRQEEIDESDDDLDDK
Rev-erbA mod: Rev-erb alpha (human) modulation | Rev-erbα–FITC-DNA binding, fluorescence polarization, 90 min | actives 0.79% (n = 370,000) | P20393 | activity, % at 10 µM;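 active means activity above about 14%, limit read from the data; passing the limit was not always enough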;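 further: 0% = DMSO wells with 35 nM protein and 100% = DMSO wells with 750 nM protein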
Target sequence (P20393 whole entry, looked up): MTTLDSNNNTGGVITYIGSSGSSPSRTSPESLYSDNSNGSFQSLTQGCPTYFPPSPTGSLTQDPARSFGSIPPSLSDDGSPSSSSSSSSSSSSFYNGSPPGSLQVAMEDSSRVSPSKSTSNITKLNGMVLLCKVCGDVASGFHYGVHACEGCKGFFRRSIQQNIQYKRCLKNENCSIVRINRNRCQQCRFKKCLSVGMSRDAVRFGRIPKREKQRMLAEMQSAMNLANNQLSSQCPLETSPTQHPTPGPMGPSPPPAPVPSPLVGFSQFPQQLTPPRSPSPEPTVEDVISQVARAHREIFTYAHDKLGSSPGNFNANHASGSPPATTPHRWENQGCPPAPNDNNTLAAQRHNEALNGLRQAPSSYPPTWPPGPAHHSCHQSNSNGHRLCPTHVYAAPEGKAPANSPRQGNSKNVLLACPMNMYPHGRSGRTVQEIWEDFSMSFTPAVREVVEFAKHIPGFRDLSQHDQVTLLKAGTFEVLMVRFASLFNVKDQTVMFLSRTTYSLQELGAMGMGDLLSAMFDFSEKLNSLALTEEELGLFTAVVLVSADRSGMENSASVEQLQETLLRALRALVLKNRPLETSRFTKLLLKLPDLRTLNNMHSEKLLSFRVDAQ
The depositor's hits bear a star; i = inactive; x = not tested or not shown; & = joins results of further samples.

Tn7 DDE FP | proKLK7 act | PLC-beta3 inh | DDE Tn6 FP inh | HGIII-sPLA2 inh | UHRF1 binding | PLC-gamma1 inh | ARFGAP1 inhibitor | ASAP1 GAP inh | Rev-erbA mod | Molecule
0 | -0.2 | -1 | 0 | 10 | 1 | -1 | -12 | 0 | -8 | CC1CCCCC1NC(=O)C(C)N1C(=O)c2ccccc2C1=O (configuration not stated)
-2 | -0.5 | 1 | -1 | -2 | -3 | 7 | 0 | -4 | 2 | COc1cccc(NC(=O)c2sc(Cl)nc2C)c1
-9 | -1.1 | -10 | -4 | -3 | 2 | -1 | 5 | 10 | -2 | COc1ccc(OC)c(S(=O)(=O)N2CCN(C)CC2c2ccccc2)c1 (configuration not stated)
-1 | 0.7 | -1 | -4 | -6 | -3 | 2 | -6 | -12 | 2 | CN(C)S(=O)(=O)c1ccc(Cl)c(NC(=O)COC(=O)[C@@H]2CCCN2C(=O)c2cccs2)c1
11 | 0.4 | -1 | -5 | 10 | 1 | -1 | 4 | 5 | -4 | CCCCCC(=O)Nc1cccc(C2=NOC3(C2)C[C@H](C(N)=O)N(C(=O)[C@H]2CCC(=O)N2)C3)c1 (some centres not stated)
3 | 0.4 | -11 | -2 | 0 | 0 | 7 | -2 | 5 | 1 | COc1ccc(/C=N/N2CCOCC2)cc1O
0 | -2.5 | -51 | 8 | 7 | 0 | -48 | -1 | 5 | 27* | COC(CNC(=O)c1ccc2nc(-c3cccs3)c(-c3cccs3)nc2c1)OC
-2 | 0.7 | 2 | -3 | -5 | 3 | 4 | -6 | 3 | 2 | O=C(O)Cn1c2ccccc2c2ccccc21
-8 | -0.4 | 2 | 1 | 0 | -1 | 4 | 13 | 3 | -3 | Cc1cc(C)nc(NC(=O)c2c(C(=O)O)noc2C)n1
4 | 0.2 | -6 | 0 | -3 | 0 | -1 | -1 | -11 | -6 | Cc1ccc(CNC(=O)CN2C(=O)COc3ccc(S(=O)(=O)N4CCCCC4)cc32)o1
1 | 0.6 | -5 | 4 | 5 | -5 | 3 | 7 | 0 | 4 | COc1ccc(Cn2c(CO)cnc2SCC(=O)Nc2cc(C)on2)cc1
2 | 0.1 | -3 | 7 | -4 | 3 | -2 | -7 | 11 | -2 | COc1ccc(NC(=O)CN2CCN(CC(=O)Nc3cc(OC)cc(OC)c3)CC2)cc1
1 | -0.1 | -7 | 1 | -7 | 0 | -2 | 6 | -2 | 4 | N#C/C(=C\c1cccnc1)c1ccc([N+](=O)[O-])cc1
-1 | 0.5 | 0 | 0 | 6 | -3 | 0 | x | x | 5 | COc1ccc(CN2C(=O)N3Cc4ccccc4C3CS2(=O)=O)cc1 (configuration not stated)
-3 | 0.3 | -5 | 0 | -3 | 1 | 1 | 2 | 5 | 2 | O=C(NOCc1ccccc1)c1ccc(Cl)cc1
6 | -0.4 | 2 | 2 | 1 | 0 | -1 | 3 | 6 | -1 | Cn1c(SCC(=O)NC2CC2)nnc1C(F)(F)F
1 | -6.2 | -24 | -28 | -30 | 2 | -13 | 3 | 17 | 8 | COc1ccc(/C=N/NC(=O)c2ccncc2)cc1CSc1nc2ccccc2s1
6 | 0.3 | 2 | -2 | -7 | 0 | 2 | 13 | 5 | -4 | CCOc1ccc(Oc2ccc(Cl)cc2NC(=O)C2=COCCO2)cc1
1 | -0.5 | -5 | -7 | -8 | -2 | 2 | 15 | 8 | 4 | Cc1cc(-c2nn(-c3ccccc3F)cc2CN2CCCC(O)C2)c(C)s1 (configuration not stated)
-4 | 0.4 | -8 | 16* | 5 | 2 | 2 | 4 | -3 | 2 | CCOc1ccc(OCC)c(S(=O)(=O)n2cnc(C)c2)c1
6 | -0.1 | 3 | -5 | -1 | -3 | 0 | -8 | 1 | -1 | COc1ccc(CCNC(=O)CN(c2ccccc2OC)S(C)(=O)=O)cc1OC
8 | -0.2 | -19 | -5 | -2 | -2 | -8 | 8 | 13 | -3 | O=C(NCc1ccco1)/C(=C/c1ccco1)NC(=O)c1ccccc1
6 | 0.2 | -5 | 15* | 2 | 0 | 0 | -4 | -17 | -8 | O=C(Cn1cc([N+](=O)[O-])cn1)N1CCc2ccccc2C1
-4 | -0.9 | 5 | -7 | 0 | -3 | 3 | -1 | 5 | -2 | Cc1ccsc1CN1CCC(C(=O)NCc2ccccc2Cl)CC1
12 | -0.1 | -2 | 2 | 7 | 4 | 8 | 2 | 0 | 2 | CC(C)Oc1ccc(CCC(=O)NNC(=O)CCC(=O)O)cc1
-1 | -0.5 | -6 | 3 | 3 | 2 | 0 | -3 | -7 | 4 | COc1ccccc1OCCn1cc(C(=O)C(C)C)c2ccccc21
9 | 0.2 | -15 | 4 | -10 | 17 | -2 | -11 | 0 | 5 | CC(C(=O)NC1CCS(=O)(=O)C1)N1C(=O)/C(=C/c2ccc(Cl)cc2)SC1=S (configuration not stated)
-3 | -0.5 | -2 | -2 | 1 | 2 | 2 | 15 | 13 | -2 | CCOc1ccc(N(CC(=O)NC2CC3CCC2C3)S(=O)(=O)c2ccc(C)cc2)cc1 (configuration not stated)
4 | -0.2 | -4 | 7 | 1 | 7 | 0 | 0 | -8 | -7 | NC(=O)CSc1nccn1Cc1ccccc1
8 | -0.2 | 1 | -3 | 6 | 2 | 1 | 3 | -4 | -1 | CC(=O)Nc1ccc(S(=O)(=O)NCC2CCCO2)cc1 (configuration not stated)
4 | 0.2 | -5 | -1 | -2 | 0 | -3 | -2 | 2 | 0 | COc1cc(NC(=O)c2cc3nc(C4CC4)cc(C(F)(F)F)n3n2)c(OC)cc1Cl
-2 | -0.1 | -9 | 0 | 1 | 10 | 3 | 11 | -6 | -1 | Cc1cccc(Cn2c(N3CCN(C)CC3)nc3c2c(=O)n(C)c(=O)n3C)c1
11 | 0.3 | -2 | -3 | 2 | 4 | 1 | -3 | -13 | -7 | CCOC(=O)[C@@H]1[C@H]2COc3ccccc3[C@@H]2N2C(=O)N(c3ccc(C(F)(F)F)cc3)C(=O)[C@]12C
-10 | -0.2 | 3 | 4 | -4 | -4 | 1 | -5 | -4 | -1 | CC(C)COP(=O)(c1ccc(N(C)C)cc1)C(O)c1ccccc1F (configuration not stated)
7 | 0.1 | 1 | 6 | 0 | -2 | 1 | 7 | -2 | -4 | CCCn1c(NC(=O)C2COc3ccccc3O2)nc2ccccc21 (configuration not stated)
4 | -0.5 | 5 | -4 | -3 | 0 | 6 | -10 | -11 | -3 | Cc1c(C(=O)N2CCN(c3ccccn3)CC2)oc2ccccc12

Single records, from the list above.
Profile of CC(C(=O)NC1CCS(=O)(=O)C1)N1C(=O)/C(=C/c2ccc(Cl)cc2)SC1=S (configuration not stated) → Tn7 DDE FP: 9; proKLK7 act: 0.2; PLC-beta3 inh: -15; DDE Tn6 FP inh: 4; HGIII-sPLA2 inh: -10; UHRF1 binding: 17; PLC-gamma1 inh: -2; ARFGAP1 inhibitor: -11; ASAP1 GAP inh: 0; Rev-erbA mod: 5
Profile of NC(=O)CSc1nccn1Cc1ccccc1 → Tn7 DDE FP: 4; proKLK7 act: -0.2; PLC-beta3 inh: -4; DDE Tn6 FP inh: 7; HGIII-sPLA2 inh: 1; UHRF1 binding: 7; PLC-gamma1 inh: 0; ARFGAP1 inhibitor: 0; ASAP1 GAP inh: -8; Rev-erbA mod: -7

Other structures.
Tn7 DDE FP | proKLK7 act | PLC-beta3 inh | DDE Tn6 FP inh | HGIII-sPLA2 inh | UHRF1 binding | PLC-gamma1 inh | ARFGAP1 inhibitor | ASAP1 GAP inh | Rev-erbA mod | Molecule
5 | 0.0 | -10 | -2 | 9 | -2 | -3 | 12 | 8 | -3 | O=C(CN1C(=O)C2C3CC(C(Br)C3Br)C2C1=O)N1CCN(Cc2ccccc2)CC1 (configuration not stated)
-3 | 0.2 | -4 | -2 | -1 | -2 | -6 | -1 | -5 | 0 | COc1ccc(C2C(C(N)=O)=C(C)Nc3nc(-c4ccccc4)nn32)cc1OC (configuration not stated)
3 | -0.1 | -2 | -6 | 8 | 2 | -3 | x | x | -4 | O=S1(=O)c2c(cccc2N2CC[C@H](O)C2)O[C@H]2CCN1C2
3 | 0.0 | -4 | 9 | 8 | 2 | 4 | 5 | -1 | -6 | CCN(Cc1ccccc1)C(=O)Cn1c(=O)n(CCC(=O)N2CCCCC2)c(=O)c2sccc21
3 | -0.3 | 1 | 9 | 0 | 0 | 0 | 5 | -4 | 4 | O=S(=O)(NCC1CCCO1)c1cc(Cl)ccc1Cl (configuration not stated)
7 | 0.0 | -1 | 12 | 8 | 1 | -2 | -1 | 1 | -2 | C=CCOc1c(Cl)cc(CNCCC)cc1Cl
0 | 0.3 | 6 | 7 | 8 | 0 | 1 | -3 | -18 | -2 | CC1=C2CCCC[C@@]23C2C(=O)N(C)C(=O)[C@@H]2ON3OC1 (some centres not stated)
1 | 22* | i | -2 | 4 | 1 | i | 0 | -7 | 4 | Cc1ccc(-c2cn3cccnc3n2)cc1NC(=O)c1ccc(Br)o1
5 | 0.1 | 0 | 4 | 5 | 3 | 1 | 4 | -5 | 0 | CCC(C)C(NC(=O)OC(C)(C)C)C(=O)NC(CC(C)C)C(N)=O (configuration not stated)
0 | 0.6 | -2 | -4 | 7 | 7 | 7 | -5 | 6 | 0 | C=CCOc1ccccc1CNCCc1ccc(S(N)(=O)=O)cc1
0 | -0.2 | -12 | 0 | -38 | 21* | 2 | 1 | -3 | 2 | O=C(NCCc1c[nH]c2ccccc12)c1ccc(Br)o1
5 | -0.2 | 0 | 10 | -4 | 1 | -2 | -1 | 11 | -3 | CN(Cc1ccco1)C(=O)CN1C(=O)NC2(CCCCC2)C1=O
-2 | 0.6 | -2 | 2 | 0 | -1 | -2 | -2 | 9 | -4 | CN(C)Cc1ccc(O)c(CCc2ccccc2)n1
1 | 0.4 | -2 | -6 | 8 | 0 | 5 | x | x | 3&-5 | Nc1ccn(C[C@@H](CO)OCP(=O)(O)O)c(=O)n1
8 | 0.1 | 0 | 1 | 4 | 0 | 1 | 5 | -7 | -3 | CCc1nc2ccc(C(=O)Nc3cccc(OCC(=O)N(C)C)c3)cn2c1N(CC)CCN(C)C
4 | -0.2 | -5 | 4 | -6 | -3 | -3 | 13 | -16 | 0 | COc1ccc(CCC(=O)Nc2sccc2C#N)cc1
0 | -0.3 | -2 | -7 | 21* | -1 | 7 | -8 | -8 | 0 | O=C(c1ccccc1O)N1N=C(C(F)(F)F)CC1(O)c1ccc([N+](=O)[O-])cc1 (configuration not stated)
11 | -0.6 | -3 | 0 | 7 | 1 | 1 | 6 | 0 | 1 | Cc1ccccc1-c1cc(=O)c2ccccc2o1
-3 | 0.1 | 1 | 4 | -10 | 0 | 2 | 6 | -1 | 3 | Clc1ccccc1-c1ccc2ncnc(NCc3cccs3)c2c1
-7 | 0.4 | 6 | -2 | -8 | -2 | 2 | -8 | 5 | 1 | O=S(=O)(NCC(c1ccco1)N1CCN(c2ccc(F)cc2)CC1)c1ccc(F)cc1 (configuration not stated)
